Hsp70 inhibitors – small molecules displacing fluorescent ligand from Hsp70 – biochemical, fluorescence polarization, primary screen (AID 583); hit rate 0.06% among 140,000; displacement, % at 20 µM, or IC50 in µM where a hit was titrated; Hsp70 fluorescence polarization probe displacement, mP; higher % means a stronger effect; in the data active = displacement above about 50%;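 note: plate controls were vehicle for no effect and reference ligand for full effect; a part of the inactive calls stands beside numbers as strong as those of hits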
MKP-3 inhibition – MKP-3 phosphatase inhibitors, primary screen, biochemical, rat enzyme, in vitro (AID 425) | recombinant MKP-3 phosphatase activity, fluorescence; higher % means a stronger effect | inhibition, % at 20 µM, or IC50 in µM where a hit was titrated | hit rate 0.17% among 110,000; in the data active = inhibition above about 50%;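 note: plate controls were vehicle for no effect and reference inhibitor for full effect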
Active calls of the source: *; . = not tested or not shown; & = joins results of further samples. Only part of the results is shown, so the mix of outcomes need not match the whole.

Hsp70 inhibitors	MKP-3 inhibition	mol
-0.6%	-9%	COCCCn1c(SCC(=O)NC2CCCC2)nnc1-c1ccco1
-0.6%	2%	O=C(/C=C/c1ccc(-c2ccccc2[N+](=O)[O-])o1)Nc1ccc(NC(=O)c2ccco2)cc1
0.3%	1%	Cc1ccc(C)c(NC(=O)CC(NCCCN2CCOCC2)C(=O)O)c1 (configuration not stated)
3.8%	4%	COC(=O)c1ccccc1Nc1ccccc1
3.9%	-4%	O=C(c1cccc(-n2cnnn2)c1)N1CC=C(c2ccccc2)CC1
-1.4%	-1%	O=C(Nc1ncc(Cc2ccccc2)s1)c1ccc([N+](=O)[O-])cc1
1.6%	7%	O=C(Nc1ccc(OC(F)(F)F)cc1)c1cnn2c(C(F)(F)F)cc(-c3ccco3)nc12
4.8%	-1%	Cc1cc(OCC(=O)Nc2cccc(Br)c2)ccc1Cl
2.5%&-1.6%	-11%&2%	C=CCn1c(SCC(=O)N2CCOCC2)nc(O)c(Cc2ccccc2)c1=O
5.9%	7%	Cc1cccc(/C=C2/SC(=S)N(CN3CCCCC3)C2=O)c1
-0.3%	-6%	CC(=O)Nc1ccc(-c2cc(NC(C)=O)n(-c3ccccc3)n2)cc1
2.8%	0%	Cc1cc(C(=O)NCc2ccco2)ccc1[N+](=O)[O-]
-0.7%	.	COc1ccc(C2N=C(N)N=C(N)N2c2ccccc2OC)cc1OC (configuration not stated)
2.8%	-5%	O=C(COC(=O)c1ccc2c(c1)OCCO2)NCc1ccccc1
6.4%	1%	CCOC(=O)c1sc(NC(=O)c2ccc(Br)o2)nc1C
-3.0%	4%	COC(=O)CSc1nnc(CCc2nc3ccccc3[nH]2)n1C
3.9%	0%	CC(=O)N1CCC(N(CCCOC(C)C)C(=O)Nc2ccc(Cl)cc2)CC1
-1.8%	3%	COc1ccc(-n2c(C)c([N+](=O)[O-])c3ccc(OC(C)=O)c(COC(C)=O)c32)cc1
-3.3%	-3%	O=C1N/C(=N/c2ccccn2)SC1Cc1ccccc1 (configuration not stated)
1.4%	-8%	CN(C)CCN1C(=O)c2oc3ccccc3c(=O)c2C1c1ccc(F)cc1 (configuration not stated)
-1.1%	-18%	Cc1ccc(S(=O)(=O)c2nc(Nc3nccs3)sc2Cl)cc1
-4.1%	-10%	COC(=O)COC(=O)CC(CC(N)=O)c1ccccc1 (configuration not stated)
1.4%	-9%	Cn1c(NC(=O)c2ccco2)c(-c2ccccc2Cl)c(=O)c2ccccc21
-4.0%	0%	Cc1ccc(/C(N)=N/OC(=O)COc2ccccc2)cc1
1.0%	.	CC1C(c2ccccc2)C(C#N)(C#N)C2(C#N)C(=O)NC1(N)C2C (configuration not stated)
-2.1%	-4%	O=c1[nH]nc(N/N=C/c2cccc3ccccc23)c(=O)[nH]1
7.3%	.	Cc1ccc(-n2c(C)cc(/C=N/NC(=O)CC3(C)OCCO3)c2C)cc1
2.1%	-17%	CC1CCCCC1N1CCN(C(=O)c2cccc(F)c2)CC1 (configuration not stated)
-3.8%	1%	O=C(Nc1ccc(S(=O)(=O)N2CCCCCC2)cc1)c1cccs1
-1.1%	5%	N#CCCn1cc(/C=C2\N=C(c3ccccc3)OC2=O)c(-c2ccc(Cl)cc2)n1
3.5%	.	CCCC(=O)N(CCN(C(=O)CCC)c1ccccc1)c1ccccc1
-6.4%	1%	COc1c(Cl)ccc(Cl)c1C(=O)Nc1sc2c(c1C(N)=O)CCCC2
2.6%	-10%&1%	COc1ccc(-c2cc(C(=O)NCCN3CCOCC3)c3ccccc3n2)c(OC)c1
6.1%	.	O=C1CCC(C(=O)OCc2c(Cl)cccc2Cl)N1 (configuration not stated)
7.5%	7%	CC(=O)c1ccc(O)c(CO)c1
-5.5%	0%	CCc1ccc(NC(=O)CSc2nc3ccc(C)cc3[nH]2)cc1
10%	.	Clc1ccc(-c2nc3cnccn3c2NC2CCCC2)cc1
0.6%	-2%	CCCc1cc(-c2[nH]ncc2-c2ccc(C(=O)OCC)o2)c(O)cc1O
0.7%	-1%	CCOC(=O)c1[nH]c(C)c(C(=O)Nc2ccc(C)c(Cl)c2)c1C
-0.2%	-14%	Cc1noc(C)c1C(=O)NCCC1=CCCCC1
1.0%	-7%	CC1CN(c2c3c(nc4ncnn24)CCCC3)CC(C)O1 (configuration not stated)
-0.7%	.	CCOC(=O)C1=C(C)NC(=O)NC1c1ccc(OC(=O)c2ccco2)cc1 (configuration not stated)
1.4%	2%	CCOC(=O)c1cccc(NC(=O)CSc2nnc(C3CCCCC3)n2C)c1
-0.7%	-6%	CC(=O)c1ccc(OCC(O)CN2CCC(C)CC2)cc1 (configuration not stated)
-3.1%	1%	Cc1nc(NCCNC(=O)c2ccco2)c2c(C)c(C)sc2n1
-5.3%	-3%	Cc1ccc(-c2ccc(=O)n(CCC(=O)NCCN3CCCCC3C)n2)cc1 (configuration not stated)
-1.0%	1%	CC(/C=C/c1ccccc1)=N\N=C1/NC(=O)CS1
-9.9%	1%	O=C1NC(=S)N/C1=C/c1ccc(O)c(Cl)c1
-1.3%	.	O=C(CN1CCNCC1)Nc1ccc(Oc2ccccc2)cc1
1.3%	8%	CCOC(=O)N1CCC(NC(=O)CNS(=O)(=O)c2ccc(Br)s2)CC1
-5.2%	-3%	CCOc1ccc(Nc2nc(CC(=O)OC)cc(=O)[nH]2)cc1
-2.7%	-14%	COc1ccc(-c2nnc(SCC(N)=O)n2N)cc1
.	7%	COc1ccc(-c2nc3c(c(SCC(=O)N4CCOCC4)n2)COC(C)(C)C3)cc1
0.4%	-1%	CS(=O)(=O)N(CC(=O)N1CCCC1)c1ccc(OCc2ccccc2)cc1
2.4%	-3%	CN1C(=O)/C(=C\c2ccc3c(c2)OCO3)OC1=S
1.2%	-8%	c1cncc(-c2nc(Oc3ccc(-c4nnco4)cc3)c3c4c(sc3n2)CCCC4)c1
1.4%	4%	O=C(NCCC1=CCCCC1)c1ccc(CN2CCOCC2)cc1
4.0%	3%	COc1ccccc1C=C1C(=O)NC(=S)N(c2ccccc2F)C1=O
-4.2%	4%	O=C(Nc1ccc(Cl)cc1)c1ccc(-c2cccc(Cl)c2)o1
-0.4%	.	Cc1ccc(-c2nnn(CC(=O)N3CCCc4ccccc43)n2)cc1

Next section
Hsp70 inhibitors	MKP-3 inhibition	mol
5.8%	1%	CC1=C(C(=O)OC2CCCC2)C(c2cccc(Cl)c2Cl)C2=C(CC(C)(C)CC2=O)N1 (configuration not stated)
-3.0%	0%	COc1cc(NC(=O)/C=C/c2ccc(OC)c(OC)c2)c(OC)cc1Cl
9.8%	-12%	CCSc1nnc(NC(=O)c2c(-c3ccccc3Cl)noc2C)s1
-2.0%	.	Cc1nnc(SCC(=O)Nc2ccc3c(c2)OCCO3)n1N
0.8%	6%	CCOC(=O)C1=C(O)/C(=C/c2cccnc2)SC1=Nc1ccc([N+](=O)[O-])cc1
2.4%	2%	Cc1nnc(SCCOC(N)=O)n1C
0.2%	1%	O=C(N/N=C\c1ccccn1)c1n[nH]c2c1CCC2
4.3%	-9%	Cc1cc(C)c(C#N)c(SCC(=O)NC2CC2)n1
.	-4%	COc1cc(OC)cc(-c2nnc(SCC(=O)N3CCOCC3)o2)c1
2.0%	-4%	COC(=O)c1sc2nc(-c3ccccc3)nc(N3CCN(C)CC3)c2c1C
-0.4%	2%	CC1CCc2sc3nc(Cc4ccccc4)n(N)c(=O)c3c2C1 (configuration not stated)
1.5%	3%	O=C(c1ccc([N+](=O)[O-])cc1Cl)N1CCN(c2ccccc2)CC1
-0.1%	.	CCOc1ccc2nc(NC(=O)CN3CCN(C)CC3)sc2c1
-4.1%	-3%	CCOc1ccc(N(CC(=O)NCc2ccc(Cl)cc2)S(C)(=O)=O)cc1
0.3%	-5%	Cc1ccc(S(=O)(=O)NCCC(=O)NCc2ccccc2)cc1
1.2%	7%	N/C(=N\OC(=O)c1ccccc1Br)c1cccc([N+](=O)[O-])c1
-1.8%	.	CC(=O)NCCn1c(SCc2ccccc2C)nc2ccccc2c1=O
0.1%	-14%	O=S(=O)(Nc1ccc2c(c1)nc1n2CCN(Cc2ccccc2)C1)c1ccccc1
-1.3%	4%	Cc1cccc(C(=O)N/C(=C/c2ccco2)C(=O)N2CCCC2)c1
2.5%	2%	Cc1cc(C(F)(F)F)nc(NCc2ccc(F)cc2)n1
-3.1%	3%	O=C(Nc1ccc(Br)cc1)c1cccc(S(=O)(=O)NC2CCCCC2)c1
3.1%	-4%	Cc1ccccc1-n1c(SCC(=O)N2CCOCC2)nc(O)cc1=O
-4.2%	-16%	Cc1cc(C)nc(-n2nc(C)c(Sc3ccc(F)cc3)c2N)n1
0.5%	4%	CCN(CC)c1ccc(NC(=O)COc2ccc(Cl)cc2C)cc1
-2.3%	.	CC1=C(CC/C(C)=N/NC(N)=S)C(C)(C)CCC1
3.7%	-8%	O=C1C(=O)N(CCN2CCOCC2)C(c2ccncc2)/C1=C(/O)c1ccc2c(c1)OCO2 (configuration not stated)
0.8%	-3%	Cn1c(/C=N/n2cnnc2)nc2ccccc21
-4.5%	-1%	COc1ccc(CC(=O)O/N=C(\N)c2ccc(Cl)cc2)cc1OC
-3.6%	-13%	O=C1OCCC1Sc1nnc(-c2ccc(Br)cc2)o1 (configuration not stated)
-4.8%	.	CCC(C)n1c(=N)c(C#N)cc2c(=O)n3ccccc3nc21 (configuration not stated)

Part of the list above, set out differently:
SMILES | Hsp70 inhibitors | MKP-3 inhibition
COc1ccc(-c2cc(C(=O)NCCN3CCOCC3)c3ccccc3n2)c(OC)c1 | 2.6% | -10%&1%
O=C(NCCC1=CCCCC1)c1ccc(CN2CCOCC2)cc1 | 1.4% | 4%
Cc1ccc(S(=O)(=O)NCCC(=O)NCc2ccccc2)cc1 | 0.3% | -5%
O=C1C(=O)N(CCN2CCOCC2)C(c2ccncc2)/C1=C(/O)c1ccc2c(c1)OCO2 (configuration not stated) | 3.7% | -8%
COC(=O)COC(=O)CC(CC(N)=O)c1ccccc1 (configuration not stated) | -4.1% | -10%
CCN(CC)c1ccc(NC(=O)COc2ccc(Cl)cc2C)cc1 | 0.5% | 4%
COc1cc(NC(=O)/C=C/c2ccc(OC)c(OC)c2)c(OC)cc1Cl | -3.0% | 0%

Complete entries, looked up by structure.
O=S(=O)(Nc1ccc2c(c1)nc1n2CCN(Cc2ccccc2)C1)c1ccccc1 is entered as Hsp70 inhibitors: 0.1%; MKP-3 inhibition: -14%
CCN(CC)c1ccc(NC(=O)COc2ccc(Cl)cc2C)cc1 is entered as Hsp70 inhibitors: 0.5%; MKP-3 inhibition: 4%

The list goes on:
Hsp70 inhibitors	MKP-3 inhibition	mol
-2.5%	-7%	N#Cc1ccccc1Sc1ccccc1C(=O)OCC(=O)N1CCN(C(=O)c2ccco2)CC1
1.9%	0%	CC(=O)c1cc(-c2ccccc2)n(CC(=O)N2CCN(C3CCCC3)CC2)c1C
3.9%	2%	CC(C)=CCC(C)(C)CNC(=O)NC1CCCCC1
-0.8%	-1%	O=C(NC1CCCCC1)ON=C(c1ccccc1)c1ccccc1
-1.1%	-2%	CCOc1ccc(C(C)=O)cc1COc1ccc(-n2cnnn2)cc1
1.9%	.	COc1ccccc1N1CCN(C(c2cccs2)C(C)NC(=O)c2cccs2)CC1 (configuration not stated)
-4.9%	-5%	Cc1onc(-c2ccccc2)c1C(=O)Nc1ccc(-c2nnc3n2CCCCC3)cc1
0.0%	.	CSc1n[nH]c(NCc2ccc(C)cc2)n1
4.0%	.	O=C(NC(c1ccccc1)c1ccccc1)c1ccc(Br)o1
-0.4%	.	COCCN1CCN(c2cc(-c3ccccc3)nc3cc(-c4cccc(F)c4)nn23)CC1
1.0%	-3%	O=C(Nc1ccc(F)c([N+](=O)[O-])c1)c1cccc(Cl)c1Cl
-0.8%	-4%	CC(=O)Nc1cccc(NC(=O)CSc2nnc(Cc3cccn3C)n2-c2ccc(F)cc2)c1
1.1%	0%	Cc1cc2nc3s/c(=C\c4cccc(Cl)c4Cl)c(=O)n3c2cc1C
-5.2%	-4%	CC(C)C(=O)Nc1c(C(=O)c2ccc(F)cc2)oc2ccccc12
-0.4%	-2%	Cn1c(Cn2c(=O)sc3ccccc32)nnc1SCC(=O)N1CCOCC1
11%	.	CCOC(=O)c1c(-c2cccs2)csc1NC(=O)CN1CCOCC1
5.0%	6%	C=CCn1c(SCCC(=O)O)nc2c1c(=O)n(C)c(=O)n2C
5.4%	0%	O=C(Nc1cccnc1)c1ccc2snnc2c1
2.4%	-3%	Cc1ccc(N2C(=O)C(Cl)=C(NCCc3ccccc3)C2=O)c(C)c1
-1.3%	4%	CCOc1ccc(-c2nnc(-c3cccnc3)o2)cc1OCC
8.0%	3%	COc1ccc(C(CNC(=O)c2cc(C)oc2C)N2CCOCC2)cc1 (configuration not stated)
6.5%	-4%	N#Cc1cn(CC(=O)N2CCCC2)c2ccccc12
-2.1%	.	O=c1c(CN2CCN(c3cccc(Cl)c3)CC2)coc2c(Cl)cc(Cl)cc12
-0.2%	-2%	COc1ccc(S(=O)(=O)N(C)c2c(C)n(C)n(-c3ccccc3)c2=O)cc1OC
1.1%	-13%	COc1ccc(C(=O)c2c(C)oc3ccc(O)c(CN4CCOCC4)c23)cc1
-7.6%	7%	Cc1c(NC(=O)c2ccc(OCC(C)C)cc2)cccc1-c1nc2ncccc2o1
4.8%	-6%	COc1ccc(C)cc1S(=O)(=O)N(C)CC(=O)N1CCCCCC1
3.3%	-11%	CC(C)CNS(=O)(=O)c1ccc(CCC(=O)Nc2ccc3c(c2)OCO3)cc1
-0.5%	4%	COc1ccc(C(=O)N(CN2CCCC2=O)c2ccc(C)cc2)cc1
-2.4%	-4%	CN1CSC2=C(C#N)C(c3cccc(OCc4ccccc4)c3)CC(=O)N2C1 (configuration not stated)
-2.2%	-11%	CC(C)(C)n1ncc2c(=O)n(CC(=O)Nc3ccccc3)cnc21

A draw from above in order of length of the SMILES, rising:
Hsp70 inhibitors	MKP-3 inhibition	mol
3.5%	.	CCCC(=O)N(CCN(C(=O)CCC)c1ccccc1)c1ccccc1
2.0%	-4%	COC(=O)c1sc2nc(-c3ccccc3)nc(N3CCN(C)CC3)c2c1C
1.9%	.	COc1ccccc1N1CCN(C(c2cccs2)C(C)NC(=O)c2cccs2)CC1 (configuration not stated)

Screening results as filed in PubChem BioAssay.
